Screens deposited in PubChem BioAssay by National Center for Advancing Translational Sciences (NCATS).
Pf Dd2 inh: inhibitors of Plasmodium falciparum Dd2 growth; Potency, µM (series often up to 28.9 µM), for the others: at the top dose activity, negative = inhibition, usual class: inhibitors; 120,000 compounds, 4.3% hits; P. falciparum Dd2 growth, SYBR Green, 72 h; AID 1347417; active means well fitted inhibition curve with a large enough effect; inconclusive means small, poorly fitted or top-dose-only effect; inactive means no such curve, though single readings can be large or run the other way;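 further: plate controls were DMSO vehicle for no effect and reference drug for full effect; nearly all actives have a fitted effect of over 65% in size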
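Infected erythrocytes (Dd2, 0.3% parasitemia, 2.5% hematocrit final) are added to compound in RPMI-1640/Albumax II medium, grown 72 h at 37C in low oxygen, then lysed with saponin/Triton-X containing SYBR Green and read by fluorescence.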
* marks the source's active call; other numbers are inactive results; i = inactive; ? = inconclusive; [ ] = another dose, or the depositor's remark. Potency means the concentration at half of the fitted maximal effect. An excerpt (hit frequency here may not be typical).

mol	Pf Dd2 inh
CCN1CCC(N2CCOC3(COCCN(C(=O)c4ccccc4C)C3)C2)CC1 (configuration not stated)	3.8%
Cc1ccc(CN2C[C@@H](CO)[C@H](c3nc(C)no3)C2)nc1	-19.1%
O=C(CSc1nc2c(oc3ccccc32)c(=O)[nH]1)Nc1cccc(Cl)c1	-1.6%
COCCOCc1nc(C2CCN(C(=O)NCCc3ccccc3)CC2)no1	9.5%
O=C(NC1CCCC1)c1ccc2c(c1)n(Cc1ccccc1)c(=O)c1ccnn12	-16.8%
NC(=O)c1nn2c(C(F)(F)F)cc(-c3ccc(Br)cc3)nc2c1Cl	-13.4%
Cc1ccc(C(=O)N2CCC(n3cc(-c4nc(C(C)C)no4)nn3)CC2)cc1F	?
CCCN(CC1CCOC1)S(=O)(=O)c1ccc(F)c(F)c1 (configuration not stated)	20.4%[5.79 µM]
COCCCNc1nc2c(-c3ccccc3)nnn2c2ccccc12	7.94µM*
COc1cc(OC)cc(N2C(=O)N(Cc3ccc(C(C)(C)C)cc3)c3ccccc3S2(=O)=O)c1	?

The list continues.
mol	Pf Dd2 inh
Cc1cc(C[C@@H]2COC[C@@H]2NC(=O)c2cnn3ccccc23)on1	-13.7%
CCOc1ccc(CNC(=O)c2ccc(NC(=O)N3CCSc4ncccc43)cc2)cc1	14.7%
C=CCNc1ccccc1C(=O)NC(C(=O)O)c1c(C)n[nH]c1C (configuration not stated)	13.1%
COC1C(=O)N(C2CCN(Cc3ccc(F)cc3F)CC2)C12CCOCC2 (configuration not stated)	-7.7%
Cc1ccc(S(=O)(=O)N2CCCc3cc(NC(=O)c4ccc(C(C)(C)C)cc4)ccc32)cc1	?
O=C(O)CCCC(=O)N1CCc2cc(S(=O)(=O)NCc3ccccc3)ccc21	-15.5%
CCNC(=O)c1cccc2c1CCN2S(=O)(=O)c1ccccc1F	-19.6%
COc1ccc(CCC(=O)N2CCC3(CC2)CCC(O)(CN(C)C)CC3)cc1	?
NS(=O)(=O)c1ccc(CCNC(=O)c2ccc3nc(CCc4ccccc4)oc3c2)cc1	?
Fc1cccc(-c2nnn3c2nc(NC2CCCCC2)c2ccccc23)c1	8.91µM*

Other structures follow.
mol	Pf Dd2 inh
CCCc1cc(=O)oc2cc(C)c3c(-c4ccccc4)coc3c12	?
Cc1cc(=O)n(C(C)C(=O)N2CCCc3ccccc32)c2c1c(C)nn2-c1ccccc1 (configuration not stated)	?
CCc1cccc(NC(=O)Cn2c(-c3ccc(F)cc3)nc(C)c(CCO)c2=O)c1	?
O=C(CO)NC1CC(=O)N(Cc2ccccc2C(F)(F)F)C1 (configuration not stated)	14.3%
Cc1cccc(C(=O)NCC2CCCCC(=O)N2)c1 (configuration not stated)	15.0%
O=C(CC1CCN(C(=O)C2CCCC2)C1)N1CCOCC1 (configuration not stated)	5.0%
CC(=O)N1CCC2(CNS(=O)(=O)c3cnccc3O2)C1 (configuration not stated)	21.7%
Cn1nc(-c2ccc(F)cc2)cc1[C@H]1CN2CC[C@H]1C[C@@H]2CNC(=O)NCc1ccccc1	?
CCc1cccc(NC(=O)Cn2nc(CC)n3c(cc4cc(C)ccc43)c2=O)c1	i
CC(=O)Nc1cccc(NC(=O)c2cc3c(=O)n4cccc(C)c4nc3n2C)c1	-2.8%

New compounds follow:
mol	Pf Dd2 inh
CC(C)c1ccc(NC(=O)c2cc(S(=O)(=O)NCCC3=CCCCC3)ccc2F)cc1	?
COC[C@H]1NC(=O)CC[C@H]1C(=O)Nc1cccc(OC(F)(F)F)c1	-14.0%
CC(C)(C)c1ccc(C(=O)N2CCC(c3nc4ccccc4o3)CC2)cc1	1.6%
COCCN1Cc2[nH]nc(-c3cccc(OC)c3)c2CC1=O	-5.8%[44.1 µM]
C#CCN(C)Cc1nc(C2(O)CCN(CC3CC3)CC2)cs1	i
COc1ccc(C2Cn3nnc(C(=O)N4CCC(C(=O)NCCC5=CCCCC5)CC4)c3CO2)cc1 (configuration not stated)	-11.8%
O=C1CC(C(=O)Nc2cccc(Cl)c2)n2ncnc2N1 (configuration not stated)	-0.1%
O=c1n(-c2ccc(F)cc2F)nc2n1CCN(CC1CCCCC1)C2	i
c1cnn(-c2ccc(-c3nc(C4CCOC4)no3)cc2)c1 (configuration not stated)	?
COCC1CN(C2CCC2)CC12CCN(C(=O)C1CCN(C(C)=O)CC1)CC2 (configuration not stated)	13.9%

Going on with the list:
mol	Pf Dd2 inh
Cn1cnc(C(=O)N2C[C@@H](COc3ccccc3)[C@H](C(N)=O)C2)c1	1.7%
O=C(NCC1CC1)c1cn(C2CN(C(=O)NC3CCCCC3)C2)nn1	42.7%[activator]
CC1=C(C(=O)Nc2ccccc2)C(c2cccc(C)c2)N2C(CC(=O)NCC(C)C)=CSC2=N1 (configuration not stated)	?
CCOc1ccc(C(=O)Nc2ccc(S(=O)(=O)Nc3nc(C)cc(C)n3)cc2)cc1OC	8.9%
CN1C(=O)CS(=O)(=O)C12CCNCC2	2.1%
Nc1ncccc1CN1CC[C@@H]2OCC(=O)N(Cc3ccc(O)cc3)[C@H]2CC1	i
COc1ccc(N2CCN(C(=O)c3cnc(SC)nc3C)CC2)cc1	57.0%[activator]
CC(=O)Nc1cccc(C(=O)NCc2nnc3ccc(-c4ccc(C)cc4)nn23)c1	?
COc1ccc2[nH]c(=O)c(CN(Cc3cnn(C)c3)C3CC3)cc2c1	-9.8%
O=C(O)c1ccc(CC2CCN(Cc3cnc(-c4ccco4)nc3)C2)cc1 (configuration not stated)	-3.1%

Additional structures:
mol	Pf Dd2 inh
COc1cccc(N2C(=O)NC(=NC3CCCC3)C23CCCN(Cc2ccccc2)C3)c1 (configuration not stated)	?
COc1ccc(C(=O)NCC2(COc3ccc(C(F)(F)F)cn3)C[C@@H](O)[C@@H](O)C2)cc1 (some centres not stated)	-5.6%
COc1cccc(Cn2cc(S(=O)(=O)c3ccc(C)cc3)c(=O)c3cc4c(cc32)OCO4)c1	?
O=C(CC1CCN(C(=O)c2ccc(F)cc2)C1)NC1CC1 (configuration not stated)	41.9%[activator]
CCC(CC)C(=O)Nc1cccc(-c2nc3cccnc3s2)c1C	?
CSc1cccc(NC(=O)Cn2ncn3c(cc4ccccc43)c2=O)c1	-26.1%
CC[C@H]1CN2CC[C@H]1C[C@@H]2CNS(=O)(=O)c1cccc2cccnc12	?
CN(C)c1ccc(NC(=O)CN2CCN(CC(=O)Nc3ccc(Br)cc3)CC2)cc1	-16.6%
O=C(Nc1cccc(-c2ccc(N3CCOCC3)nn2)c1)Nc1ccccc1F	?
COc1ccc(NC(=O)N2C[C@@H]3C[C@H](C2)c2ccc(NC(=O)C4CCCCC4)c(=O)n2C3)cc1	i

Ordered by length of the SMILES (lowest first): some entries from above
mol	Pf Dd2 inh
CCC(CC)C(=O)Nc1cccc(-c2nc3cccnc3s2)c1C	?
CN(C)c1ccc(NC(=O)CN2CCN(CC(=O)Nc3ccc(Br)cc3)CC2)cc1	-16.6%
CC[C@H]1CN2CC[C@H]1C[C@@H]2CNS(=O)(=O)c1cccc2cccnc12	?

(more compounds)
mol	Pf Dd2 inh
COc1ccc(NC(=O)Cn2c(=O)n(-c3ccccc3)c(=O)c3ccc(C(=O)NCc4ccc5c(c4)OCO5)cc32)cc1	?
CC(=O)N1CCCC(c2nc(C(C)C)no2)CCNC(=O)CC1 (configuration not stated)	9.8%
COc1ccc([S+](=O)([O-])c2nnn3c2nc(N2CCCCC2)c2ccccc23)cc1	?
CN(Cc1ccco1)C(=O)Cc1cccn1-c1cccc(Cl)c1	-6.8%
O=C(c1cccs1)N1CCC(N2C(=O)C(O)C23CCCCC3)CC1 (configuration not stated)	?
COc1ccc(C(=O)Nc2nnc(S(=O)(=O)N3CCOCC3)s2)cc1	0.9%
CCCC(=O)N1CCCN(C)c2ccccc21	-25.9%
CCN(CC)CC[C@H]1CN(C(=O)CC(C)(C)C)CC[C@H]1CC(=O)O	6.2%[44.1 µM]
Cc1ccc(C(=O)N2CCC(OC3CCN(Cc4ccccc4)CC3)CC2)cc1	8.91µM*
c1ccc(OC2CNC2)cc1	-2.9%[44.1 µM]

Quoted at random: 3 entries already listed
mol	Pf Dd2 inh
COC1C(=O)N(C2CCN(Cc3ccc(F)cc3F)CC2)C12CCOCC2 (configuration not stated)	-7.7%
COCCCNc1nc2c(-c3ccccc3)nnn2c2ccccc12	7.94µM*
O=C(O)c1ccc(CC2CCN(Cc3cnc(-c4ccco4)nc3)C2)cc1 (configuration not stated)	-3.1%

Further entries.
mol	Pf Dd2 inh
O=C(c1ccco1)N1CCc2c(nc(-c3ccc(F)cc3)[nH]c2=O)C1	?
C=CCNC(=O)N[C@H]1[C@H](O)[C@@H](N2CCN(C)CC2)[C@@H]2OC[C@H]1O2	i
CC(C)CN1C(=O)c2ccccc2C(C(=O)NCc2ccccn2)C12CCCCC2 (configuration not stated)	?
COc1cccc(CC(=O)NC2CCN(c3cnn(C)c(=O)c3)CC2)c1	?
O=C(CCCc1ccccc1)N1CCC(Cc2nc(C3CC3)n[nH]2)C1 (configuration not stated)	i
Cc1ccc(NC(=O)C2CCN(c3nc4ccccc4nc3C(F)(F)F)CC2)cc1F	-0.8%
O=C1c2c(-c3nc(-c4ccsc4)no3)nnn2CCN1Cc1cc(F)cc(F)c1	i
CC(=O)NCCCC(=O)N1Cc2ccccc2OC2(CCN(C(=O)N(C)C)CC2)C1	-3.7%
COc1ccc2oc(-c3ccc(C)c(NC(=O)Cc4ccc(Cl)cc4)c3)nc2c1	1.7%
Cc1ccc(OCC(=O)N2CCC(Cc3nc(-c4cnccn4)no3)CC2)cc1	-1.2%

Later entries
mol	Pf Dd2 inh
CCc1nc2ccccc2n1CCCCOc1ccc(Cl)cc1	?
O=C1Nc2ccccc2O[C@H]2C[C@@H]1N(Cc1ccccc1Cl)C2	?
Cc1cc(C[C@@H]2COC[C@@H]2NC(=O)c2ccc3n[nH]nc3c2)on1	1.7%
COc1ccc(-c2c(C)nn3c(N4CCN(c5ccccc5)CC4)cc(C)nc23)cc1OC	-24.8%
O=C1CC2(CCN(c3cnc4ccccc4n3)CC2)CN1CCCc1ccccc1	-22.1%
O=C(c1ccnc(Cl)c1)N1CC[C@H]2COC(=O)N2c2cc(F)ccc2C1	14.6%[44.1 µM]
COc1ccc(-c2ccc3c(c2)C(=O)N2CC[C@H](NC(=O)NC4CCCCC4)[C@H]2C(=O)N3)cc1	31.8%[activator]
CN1C(=O)C(CC(=O)N(C)C2CCNCC2)(Cc2ccccc2)c2ccccc21 (configuration not stated)	-21.6%
CCOC(=O)c1cccc(NC(=O)c2ncoc2-c2ccco2)c1	-20.3%
CC1CCN(c2nc3ccc(C(=O)NCc4ccc(Cl)cc4)cc3s2)CC1	?

Additional compounds follow:
mol	Pf Dd2 inh
C[C@H]1[C@@H]2[C@@H](O)C([C@H](C)C(=O)NCc3ccccc3)CC[C@@]2(C)CC[C@@H]1NC(=O)c1ccncc1 (some centres not stated)	-0.6%
CC(C)Cn1cc(NC(=O)N2CCN(c3cccc(C(F)(F)F)c3)CC2)c2ccccc2c1=O	?
COc1cccc(NC(=O)N2CCN3C(=O)N(Cc4ccc(C)cc4)C[C@H]3C2)c1	-4.2%[44.1 µM]
CCOc1ccc(CNC(=O)C2CCN(S(=O)(=O)c3c(C)noc3/C=C/c3ccc(C)cc3)CC2)cc1OC	i
CCOc1ccc(C2CC(=O)Nc3nc(SCc4ccccc4C)[nH]c(=O)c32)cc1OC (configuration not stated)	?
CCn1c(C(=O)N2CCC(C(=O)N3CCN(c4ccc(OC)cc4)CC3)CC2)cc2sccc21	?
CC(=O)Nc1ccc(C(=O)N2CCc3cn(CC(C)C)c4cccc(c34)C2)cc1	i
O=C(Nc1ccc(F)cc1)c1cccn2cncc12	15.8µM*
CCOC(=O)COc1ccc(F)cc1C(=O)c1ccn2nc(-c3ccc(Cl)cc3)cc2n1	29.3%
Cc1cccc2c(C3CCN(S(=O)(=O)c4cc(F)c(F)cc4Cl)CC3)c[nH]c12	i

(list continues)
mol	Pf Dd2 inh
COc1ccccc1CNC(=O)c1c2c(nc3ccccc13)C(=O)N(C1CCCCC1)C2	-2.0%
CN(C(=O)CN1C(=O)C(c2ccccc2)=NC12CCCCC2)c1ccccc1	i
COc1ccc2[nH]c3c(c2c1)CCNC31CCN(S(=O)(=O)c2cccnc2)CC1	-13.0%
CN(C)C[C@@H]1CN(c2ccncn2)C[C@H]1NC(=O)c1ccc(Cl)cc1	?
O=C(Nc1ccc(C(F)(F)F)cc1)C1CCN(c2cnccn2)CC1	i
Cc1ccoc1C(=O)N1CCc2c(nc(-c3cccnc3)nc2N(C)C)C1	i
O=C(CN1CCSc2ccccc21)N1CCN(c2ccccc2)CC1	35.1%
Cc1noc2c(-c3cccnc3NCc3cnccn3)cc(-c3ccccc3)nc12	-12.5%[44.1 µM]
COc1ccc(/C=C/c2nc(C#N)c(N3CCCCCC3)o2)cc1OC	-15.0%
COc1ccc(S(=O)(=O)N(CCc2ccccc2)CC(=O)NCc2ccccc2)cc1	i

The list continues.
mol	Pf Dd2 inh
CCNC(=O)[C@@H]1C[C@H](NC(=O)c2cccc(Cl)c2)CN1C1CCOCC1	-9.0%
CC(C)(C)c1ccc(C(=O)Nc2ccc3c(c2)CCCN3C(=O)c2cccs2)cc1	?
O=C(NCc1ccncc1)C1CN(C(=O)c2ccccc2F)CC12CCOCC2 (configuration not stated)	12.4%
CCNC(=O)c1cccnc1OC1CCN(C(=O)CC2CCCC2)C1 (configuration not stated)	?
COc1ccc(CCCc2nnc(SCC(=O)Nc3ccc(F)cc3)o2)cc1C	11.3%
